# aSyn yeast inh: inhibitors of alpha-synuclein toxicity in yeast. Yeast expressing alpha-synuclein, growth rescue, BacTiter-Glo, 24 h. Potency, µM (top dose mostly 46.1 µM), without a hit: at the highest dose growth rescue (activation), usual class: activators. 370,000 compounds, 0.14% hits; also: % of control where 0% means no effect; nearly all actives have a fitted effect of over 65% in size
#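 Readout is rescue of growth in alpha-synuclein-expressing yeast, so inhibitors of toxicity appear as activators. Growth after 24 hr at 30 deg C in galactose medium is quantified by luminescence.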
# FUS suppressor: suppressors of FUS proteinopathy in yeast; S. cerevisiae FUS-expressing, growth rescue, OD600, 24 h; AID 1347120; Potency, µM (highest dose often 76.6 µM), for inactives: at the highest dose growth rescue (activation), usual class: activators; 390,000 compounds, 0.24% hits;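 also: plate controls were DMSO vehicle for no effect and reference control for full effect; nearly all actives have a fitted effect of over 55% in size; some results filed as inactive show a strong effect at the top dose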
#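 Cultures pregrown in 2.5% raffinose medium are shifted to minimal medium containing 2% galactose to express toxic FUS. Compounds are tested at several concentrations. After 24hr at 30C, growth is quantified at 600 nm absorbance.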
# EPAC1 antagonist: blocks human EPAC1 exchange factor; O95398; Potency, µM (top dose mostly 115 µM), for the others: at the top dose activity change, negative = inhibition, hits mostly inhibitors; EPAC1 GEF assay, Rap1b-BODIPY-GDP exchange fluorescence; 360,000 compounds, 0.14% hits;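 also: plate controls were vehicle for no effect and positive control for full effect; nearly all actives have a fitted effect of over 50% in size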
# EPAC2 ag: EPAC2 (human) agonism. Q8WZA2. EPAC2 activation, biochemical qHTS; response scale: 100% = 6.5 mM cAMP response. Potency, µM (series often up to 154 µM), for the others: top-dose activation, most hits filed as activators. 360,000 compounds, 0.079% hits. AID 720711; also: nearly all actives have a fitted effect of over 50% in size
#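 Fluorescence exchange assay: 100 nM EPAC2 with 250 nM RAP1B-BODIPY-GDP and 50 uM GDP; compounds tested as a concentration-titration series (qHTS). Loss of Rap1-bound BODIPY-GDP fluorescence read at 480/540 nm; data normalized to 6.5 mM cAMP.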
# EPAC1 agonist: activates human EPAC1 exchange factor; EPAC1 agonist qHTS, biochemical assay; response scale: 100% = response to 6.5 mM cAMP; 360,000 compounds, 0.073% hits; O95398; AID 720707; Potency, µM (titrated, usually from 154 µM), for the others: top-dose activation, usual class: activators; also: nearly all actives have a fitted effect of over 60% in size
#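 Read-out is the fluorescence drop as BODIPY-GDP leaves Rap1B (480 nm excitation, 540 nm emission), recorded every 5 minutes over 30 minutes. Reactions held 100 nM EPAC1, 250 nM Rap1B–BODIPY-GDP and 50 uM GDP, with 6.5 mM cAMP setting full activation.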
# TDP-43 yeast inh: TDP-43 toxicity inhibition in yeast | Potency, µM (titrated, usually from 46.1 µM), without a hit: top-dose growth rescue (activation), most hits filed as activators | AID 652104 | TDP-43 expressing yeast growth rescue, BacTiter-Glo, 24 h | 410,000 compounds, 1.8% hits; also: % of control where 0% means no effect; nearly all actives have a fitted effect of over 50% in size
#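 Cell-based yeast growth screen: TDP-43 expression induced in galactose, inoculum OD600=0.02 after raffinose pregrowth to mid-log. Read-out BacTiter-Glo luminescence at 24 hr, 30 deg C; inhibition of toxicity seen as signal increase.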
# PTHR1 ag: PTHR1 (human) receptor agonism | Q03431 | Potency, µM (series often up to 115 µM), for inactives: at the highest dose activation, hits mostly activators | 410,000 compounds, 0.075% hits | HEK293 GP2 PTHR1 cells, GloSensor cAMP luminescence, 1 h | AID 743266; also: nearly all actives have a fitted effect of over 55% in size; some results filed as inactive show a strong effect at the top dose; inactives centre near -15; many of its hits are not listed in these tables
# Target sequence (Q03431 whole entry, looked up): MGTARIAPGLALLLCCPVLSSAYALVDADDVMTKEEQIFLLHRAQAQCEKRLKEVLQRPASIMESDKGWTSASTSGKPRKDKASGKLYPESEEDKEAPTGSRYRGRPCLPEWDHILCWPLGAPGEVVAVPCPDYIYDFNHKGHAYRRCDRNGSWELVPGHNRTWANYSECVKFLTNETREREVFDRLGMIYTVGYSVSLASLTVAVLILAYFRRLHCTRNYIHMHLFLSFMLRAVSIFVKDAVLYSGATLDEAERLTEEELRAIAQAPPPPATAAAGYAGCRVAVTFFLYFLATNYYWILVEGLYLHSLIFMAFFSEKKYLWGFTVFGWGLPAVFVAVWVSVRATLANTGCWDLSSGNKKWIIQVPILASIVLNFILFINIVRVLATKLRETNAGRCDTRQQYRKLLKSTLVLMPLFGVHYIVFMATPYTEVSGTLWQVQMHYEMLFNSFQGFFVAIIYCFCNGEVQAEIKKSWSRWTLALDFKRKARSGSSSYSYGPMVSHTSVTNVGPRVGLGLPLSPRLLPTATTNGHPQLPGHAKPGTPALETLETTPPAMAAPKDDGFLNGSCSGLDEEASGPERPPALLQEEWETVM
#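 HEK-293-derived GP2 cells expressing PTHR1 and a GloSensor cAMP reporter, 3,000/well, plated overnight, given luciferin plus IBMX (each 0.5 mM as added) for 1 h at 37 °C, then compound for 1 h at 37 °C. Luminescence was read after 15 min at room temperature.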
# EPAC2 antag: EPAC2 (human) antagonism. Q8WZA2. EPAC2 GEF exchange of Rap1B-BODIPY-GDP, fluorescence. Potency, µM (titrated, usually from 114 µM), for inactives: at the highest dose activity, negative = inhibition, hits mostly inhibitors. 360,000 compounds, 0.18% hits. AID 720708; also: % is scaled to controls: 0 for no effect and ±100 for the full control effect; nearly all actives have a fitted effect of over 45% in size; many of its hits are not listed in these tables
# * = called active by the depositor; i = inactive; ? = inconclusive; nt = not tested or not shown; & = joins results of further samples; [ ] = dose if it differs, or a comment. Calls follow the shape of the dose curve; as a rule, active = well fitted curve in the direction sought with a large enough effect; inconclusive = small, poorly fitted or top-dose-only effect, or another doubt; inactive = no such curve, though single readings can be large; an effect the other way counts as inactive or inconclusive. Potency is read from the fitted curve at half-maximal effect.
SMILES,aSyn yeast inh,FUS suppressor,EPAC1 antagonist,EPAC2 ag,EPAC1 agonist,TDP-43 yeast inh,PTHR1 ag,EPAC2 antag
COC(=O)c1ccccc1NC(=O)CSc1ccccn1,5.1%,11.1%,10.8%,3.7%,2.3%,9.4%,i,6.1%
O=C1S/C(=C\c2ccc(N3CCOCC3)o2)C(=O)N1c1ccccc1,?,27.7%,-8.5%,89.1µM*,12.3%,21.7%,-24.6%,30.5%[activator]
O=C(Nc1ccc(F)cc1F)N1CCCCCC1,-0.4%,10.3%,-18.2%,8.9%,6.4%,4.3%,i,3.2%
CCN1CCc2nc(N)oc2CC1,-10.7%&-0.8%&-5.3%,-41.7%,5.0%,-0.2%,-19.2%,3.8%,-21.8%,2.0%
CCC(C(=O)NCc1ccco1)N(C(=O)CNS(=O)(=O)c1ccc(C)cc1)c1ccccc1OC (stereo not drawn),-4.1%,nt,-3.2%,23.6%,-8.9%,-4.2%,i,9.3%
O=C(CCl)Nc1cccc(-c2cnc3ccccc3n2)c1,5.9%,7.1%,-2.0%,11.9%,0.0%,12.6µM*,-12.7%,8.4%
CCOc1ccc(C(=O)CCN2CCOCC2)cc1,-8.2%,-0.4%,-14.0%,8.4%,4.7%,9.5%,-9.7%,14.0%
COc1cc(C(=O)Nc2ccc(-c3nc4cc(C)ccc4o3)c(O)c2)cc(OC)c1OC,0.9%,-0.9%,-1.4%,14.5%,7.3%,-8.3%,-14.8%[57.5 µM],-5.8%
CCC(Sc1nc2n[nH]c(C)c2c(=N)n1-c1cccc(Cl)c1C)C(=O)N(CC)CC (stereo not drawn),-6.0%,29.5%,6.6%,10.9%,-9.8%,0.0%,-3.9%[57.5 µM],10.1%
CC1(C(=O)Nc2ccc(F)cc2F)CCN1C(=O)Cc1ccc(Cl)cc1Cl (stereo not drawn),14.4%,19.2%,-18.2%,7.0%,-2.2%,15.8µM*,i,-15.7%
C#CCNC(=O)C1=C[C@H](C(C)(C)C)C[C@H](OCCCCO)O1,-6.9%,-4.2%,1.1%,-3.1%,2.2%,13.8%,-6.1%,1.1%
COC(=O)N/N=C\c1cc(Br)ccc1OCc1ccccc1,-6.4%,6.5%,16.3%,12.1%,23.5%,-24.7%,i,-1.3%
CNC(=S)Nc1ccc(Cc2ccncc2)cc1,-0.2%,15.8%,20.5%,1.5%,5.6%,-7.5%,-7.7%,-4.0%
Cc1cccc(N2CCN(c3ccc(N4C(=O)CCCC4=O)cc3[N+](=O)[O-])CC2C)c1 (stereo not drawn),0.3%,nt,-12.4%,3.5%,7.4%,11.4%,-9.1%,-13.8%
COc1ccc(CCNC(=O)C(=O)N/N=C/c2cccs2)cc1OC,-12.6%,16.9%,-6.0%,13.6%,7.5%,10.2%,i,2.9%
CCNS(=O)(=O)c1ccc(-c2ccc(-n3cnnn3)cc2)cc1,-0.1%,-0.2%,13.2%,-0.7%,-2.3%,9.3%,i,9.5%
CCc1[nH]nc2c1C(Cc1ccccc1)C(C#N)=C(N)O2 (stereo not drawn),-5.6%,nt,-4.3%,-1.7%,6.3%,-7.5%,i,-2.0%
Cc1ccc(Nc2nc3ccccc3nc2Nc2c(C)n(C)n(-c3ccccc3)c2=O)cc1,0.5%,-10.9%,-1.7%,5.4%,10.8%,21.3%,i,2.9%
COc1ccc(C2=NN(C(=O)c3ccccc3)C(c3cccc([N+](=O)[O-])c3)C2)cc1 (stereo not drawn),17.8%,30.8%,4.2%,8.0%,-1.0%,29.8%,i,3.1%
Cc1ccc(-c2csc3ncnc(OCC(=O)NC(=O)NCc4ccco4)c23)cc1,3.3%,?,12.5%,13.4%,8.9%,-12.7%,12.4%[57.5 µM],16.2%
CC(C)Cn1c(-c2ccncc2)n[nH]c1=S,1.7%,7.1%,-2.5%,-2.3%,1.2%,-5.2%,i,1.9%
O=C(/C=C/c1ccc(Cl)cc1Cl)N1CCN(c2ccccc2[N+](=O)[O-])CC1,?,25.4%,-10.7%,3.0%,0.1%,12.6µM*,-19.8%,-2.2%
C/C(NCC(C)(C)CN(C)C)=C(/C#N)C(=O)NCc1ccccc1,-0.4%,-2.7%,-0.3%,-2.8%,-4.6%,5.8%,-5.4%[57.5 µM],1.5%
CCOC(=O)c1sc(=S)n(CC)c1NC(=O)c1ccccc1C,-4.7%,20.6%,-25.1%,9.8%,-8.6%,-5.3%,i,-4.5%
O=C(Nc1ccccc1C(=O)O)c1ccc(NC(=O)c2ccc(Br)o2)cc1,0.2%,-0.8%,9.7%,-4.2%,-10.5%,-22.6%,-14.8%[57.5 µM],7.9%

# Exported with two lines to a compound: 3 of the compounds above.
# Second line of a record: aSyn yeast inh	FUS suppressor	EPAC1 antagonist	EPAC2 ag	EPAC1 agonist	TDP-43 yeast inh	PTHR1 ag	EPAC2 antag
- O=C(CCl)Nc1cccc(-c2cnc3ccccc3n2)c1
→ 5.9%	7.1%	-2.0%	11.9%	0.0%	12.6µM*	-12.7%	8.4%
- C#CCNC(=O)C1=C[C@H](C(C)(C)C)C[C@H](OCCCCO)O1
→ -6.9%	-4.2%	1.1%	-3.1%	2.2%	13.8%	-6.1%	1.1%
- CCC(C(=O)NCc1ccco1)N(C(=O)CNS(=O)(=O)c1ccc(C)cc1)c1ccccc1OC (stereo not drawn)
→ -4.1%	nt	-3.2%	23.6%	-8.9%	-4.2%	i	9.3%

# Continuation.
SMILES,aSyn yeast inh,FUS suppressor,EPAC1 antagonist,EPAC2 ag,EPAC1 agonist,TDP-43 yeast inh,PTHR1 ag,EPAC2 antag
Cn1cccc1C(=O)OCC(=O)NC(=O)c1ccc(Cl)cc1,1.0%,-3.2%,-6.2%,0.0%,11.7%,20.8%,-7.3%,10.8%
COCC(=O)Nc1ccc(N(C)C)cc1,-3.6%,-7.1%,-3.4%,0.7%,-8.3%,-9.4%,i,13.5%
O=C(Cc1ccccc1)Nc1ccc(C(=O)O)cc1,0.7%,14.5%,3.9%,10.5%,4.6%,2.5%,i,-0.7%
O=Cc1cn(-c2ccc(F)cc2)c2ccccc12,13.4%,nt,-2.1%,-1.0%,-3.9%,?,-23.2%,1.4%
O=C(NC1=NCCS1)NC12CC3CC(CC(C3)C1)C2,-42.7%[inhibitor],19.6%,-11.2%,7.6%,2.2%,-20.0%,-8.3%[57.5 µM],3.6%
O=C(NCc1cccs1)Nc1cccc(Cl)c1,0.2%,42.4%,-7.4%,0.6%,0.4%,-1.4%,-17.7%[57.5 µM],-4.2%
COc1ccc(N=C2SC(CC(=O)Nc3cccc(Cl)c3)C(=O)N2Cc2ccco2)cc1 (stereo not drawn),?,?,-14.9%,14.6%,5.0%,17.1%,-37.1%[inhibitor],0.9%
O=C(CSC(=S)N1CCOCC1)Nc1ccc(S(=O)(=O)Nc2ncccn2)cc1,-7.2%,24.5%,-14.8%,9.2%,11.9%,-24.8%,i,6.3%
COc1cc(C2Nc3ccccc3C(=O)N2NS(C)(=O)=O)c([N+](=O)[O-])cc1OC (stereo not drawn),6.2%,4.2%,-5.3%,5.2%,1.0%,14.2%,-4.1%,11.6%
COC(=O)C[C@@H]1C=C[C@@H](NS(=O)(=O)c2ccccc2OC)[C@@H](CO)O1,-4.3%,-6.5%,-22.7%,3.4%,3.1%,28.3%,-13.9%,2.7%
CNc1oc(-c2ccc(Cl)cc2)nc1C#N,-1.4%,nt,-23.2%,3.7%,10.5%,17.6%,i,-3.4%
CC(NC(=O)CN(C)Cc1cccc(F)c1)c1ccccc1 (stereo not drawn),1.2%,-28.0%,5.4%,-1.7%,0.1%,10.1%,-35.5%[inhibitor],-9.3%
COc1cc(/C=C2\SC(=O)N(c3ccc(Cl)cc3)C2=O)cc([N+](=O)[O-])c1O,0.5%,28.5%,?,8.8%,?,-14.0%,-7.6%,-27.0%
O=C1OCCC1Sc1nnc(-c2ccc3c(c2)OCO3)o1 (stereo not drawn),-1.2%,-25.5%,9.0%,6.3%,-3.6%,17.2%,-36.4%[inhibitor],-0.3%
CC(=O)c1sc(NC(=O)CCS(=O)(=O)c2ccc(F)cc2)nc1C,0.9%,-40.0%,-7.6%,4.2%,8.6%,10.2%,-14.5%,-3.7%
CN1CCN(c2ccc(-c3ccnn3C(=O)Nc3cccc(C(F)(F)F)c3)cc2)CC1,-30.5%[inhibitor],-5.2%,-8.1%,11.7%,-2.6%,18.5%,-48.5%,-14.9%
Cc1ccc(CNC(=O)C2CC3Cn4c(nc5cc(Cl)c(Cl)cc54)C3N2C)o1 (stereo not drawn),-0.7%,-4.6%,-0.1%,9.8%,-3.1%,7.4%,i,1.1%
CCN(C(=O)COc1ccc(F)cc1Br)c1c(N)n(Cc2ccccc2)c(=O)[nH]c1=O,?,-16.4%,2.7%,-4.8%,10.7%,8.6%,-7.2%,-1.4%
CCCNC(=O)c1ccc(CNc2c(N3CCC(C(=O)OCC)CC3)c(=O)c2=O)cc1,-2.0%,17.7%,-10.9%,15.8%,4.5%,10.4%,i,-3.9%
Cc1noc(C)c1COC(=O)/C=C/c1ccc(Cl)cc1,26.3%,-0.6%,1.1%,1.2%,2.4%,?,-80.8%[inhibitor],0.2%
Cc1ccc(Sc2ncnc(N)c2[N+](=O)[O-])cc1,-6.7%,nt,-4.3%,5.0%,-3.0%,17.6%,i,11.1%
CCCCCCCCCC(=O)N1CCN(c2cc3c(cc2F)c(=O)c(C(=O)O)cn3CC)CC1,-8.6%,-29.8%,-7.0%,-13.7%,4.5%,9.9%,-8.6%,-7.0%
COc1ccc(CNc2nc3ccccc3n2CCN2CCCCC2)c(OC)c1,0.2%,nt,1.4%,-13.0%,-7.9%,-10.8%,i,1.8%

# Single entries from the list.
# COc1cc(C2Nc3ccccc3C(=O)N2NS(C)(=O)=O)c([N+](=O)[O-])cc1OC (stereo not drawn) in aSyn yeast inh → 6.2%
# COC(=O)C[C@@H]1C=C[C@@H](NS(=O)(=O)c2ccccc2OC)[C@@H](CO)O1 in EPAC2 antag → 2.7%
# CCCCCCCCCC(=O)N1CCN(c2cc3c(cc2F)c(=O)c(C(=O)O)cn3CC)CC1 in EPAC1 agonist → 4.5%
# Cn1cccc1C(=O)OCC(=O)NC(=O)c1ccc(Cl)cc1 in PTHR1 ag → -7.3%
# O=C(NC1=NCCS1)NC12CC3CC(CC(C3)C1)C2 in EPAC2 ag → 7.6%

# The list is partial (hit frequency here may not be typical).
